Anesthetic bind: binds horse apoferritin like a general anesthetic; P02791; apoferritin/1-aminoanthracene competitive binding, fluorescence; AID 485281; actives 0.074% (n = 350,000); Potency, µM (highest dose often 77.5 µM), for inactives: top-dose activity change, negative = displacement, usual class: inhibitors; also: potency is read from the fitted curve at half-maximal effect; % is scaled to controls: 0 for no effect and ±100 for the full control effect; nearly all actives have a fitted effect of over 20% in size
Target sequence (P02791 2-175 limits assumed): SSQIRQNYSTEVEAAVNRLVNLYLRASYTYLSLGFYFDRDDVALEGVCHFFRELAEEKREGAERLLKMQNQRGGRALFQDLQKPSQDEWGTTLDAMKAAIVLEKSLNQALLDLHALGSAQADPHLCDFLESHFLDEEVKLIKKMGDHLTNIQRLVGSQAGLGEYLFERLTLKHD
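10 uM apoferritin + 50% sat. 1-AMA, PBS; cpd 10 min RT; Ex380/Em535 endpoint; normalized to free probe vs complex; 4-param Hill fit; propofol titration as pos. ctrl.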
12-LOX inh: ALOX12 (human) lipoxygenase inhibition | Potency, µM (highest dose often 108 µM), for inactives: at the highest dose activity change, negative = inhibition, usual class: inhibitors | P18054 | actives 1.1% (n = 580,000) | purified 12hLO, xylenol orange hydroperoxide absorbance | AID 1671190; also: potency is read from the fitted curve at half-maximal effect; % is scaled to controls: 0 for no effect and ±100 for the full control effect
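Hydroperoxide product was detected by ferrous iron/xylenol orange as the 573 to 405 nm absorbance ratio. Arachidonic acid at 40 uM (final) was turned over for 30 min at room temperature by 150 nM human 12hLO, pH 7.0 Hepes buffer, after 15 min compound preincubation.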
BLM helicase inh: Bloom syndrome helicase (human) inhibition; P54132; recombinant BLM DNA unwinding, fluorescence dequenching; Potency, µM (top dose mostly 56.1 µM), inactives show top-dose activity change, negative = inhibition, hits mostly inhibitors; actives 0.2% (n = 350,000);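 also: potency is read from the fitted curve at half-maximal effect; plate controls were vehicle for no effect and no enzyme for full effect; nearly all actives have a fitted effect of over 35% in size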
TRHR agonist: activates the human TRH receptor; actives 0.18% (n = 360,000); activation, % at 2 µM; TRHR cells, calcium flux fluo-8, FDSS agonist mode; P34981; AID 493084; in the data active = activation above about 30%; also: 0% is about no effect
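Fluo-8-loaded TRHR cells; 10 s baseline, compound added, kinetic Ca2+ fluorescence read 1/s, agonist mode.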
POLB inh: DNA polymerase beta (human) inhibition; P06746; Pol beta primer extension/strand displacement, fluorescence kinetic; Potency, µM (titrated, usually from 114 µM), inactives show at the top dose activity change, negative = inhibition, usual class: inhibitors; actives 1.3% (n = 340,000); AID 485314; also: potency is read from the fitted curve at half-maximal effect; % is scaled to controls: 0 for no effect and ±100 for the full control effect
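Kinetic readout of DNA synthesis with strand displacement by Pol beta. Compound and 10 nM enzyme sit 15 min at room temperature; 50 nM substrate starts the reaction, read immediately and at 10 min.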
Pol iota inh: inhibitors of human DNA polymerase iota; Q9UNA4; Pol iota fluorescent replication assay, 10 min; Potency, µM (highest dose often 115 µM), without a hit: top-dose activity, negative = inhibition, actives largely listed as inhibitors; actives 1% (n = 390,000); AID 588590; also: potency is read from the fitted curve at half-maximal effect
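Fluorescent replication assay read twice, at 0 min and 10 min after adding 50 nM (final) substrate. Enzyme (10 nM) and compounds were first incubated 15 min at room temperature; enzyme-free buffer wells were negative controls.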
APEX1 inh: blocks human APE1 abasic DNA cleavage. P27695. recombinant APE1, TAMRA/BHQ-2 abasic DNA cleavage fluorescence. Potency, µM (series often up to 65.8 µM), inactives show at the highest dose activity change, negative = inhibition, hits mostly inhibitors. actives 0.35% (n = 350,000);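 also: potency is read from the fitted curve at half-maximal effect; plate controls were vehicle for no effect and reference inhibitor for full effect; nearly all actives have a fitted effect of over 55% in size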
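Quantitative HTS: incision of a TAMRA/BHQ-2 double-stranded substrate bearing a tetrahydrofuran abasic site by 0.75 nM APE1 raises fluorescence. Substrate 50 nM final, added after 15 min compound preincubation at room temperature; progress as third-minus-first kinetic read difference.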
ERG-DNA inh: blocks human ERG Ets domain binding to DNA; AID 624246; Potency, µM (highest dose often 76.9 µM), inactives show at the top dose FP activity, negative = inhibition, hits mostly inhibitors; fluorescence polarization, His-ERG Ets domain / labelled DNA; actives 0.028% (n = 370,000); active = well fitted inhibition curve with a large enough effect in the polarisation, with a control signal flat; inconclusive = small, poorly fitted or top-dose-only effect, or effect the other way, or a change in a side signal; inactive = no such curve, though single readings can be large or run the other way; the % refers to the polarisation;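 also: polarization taken with two DNA probes labelled with fluorescein and Texas red; potency is read from the fitted curve at half-maximal effect; % of control where 0% means no effect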
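His-tagged ERG Ets domain (1 uM in the protein solution; 300mM KCl, 50mM Tris-HCl, 1mM EDTA, 1mM DTT, pH 7.5) received compound, then a probe mix of 5 nM fluorescein-DNA and 100nM Texas-615-DNA. Fluorescence polarization was read for both dyes.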
POLK inh: DNA polymerase kappa (human) inhibition | Q9UBT6 | AID 588579 | actives 0.53% (n = 400,000) | Potency, µM (series often up to 107 µM), inactives show at the top dose activity, negative = inhibition, most hits filed as inhibitors | purified Pol kappa, fluorescent DNA synthesis assay, 10 min; also: potency is read from the fitted curve at half-maximal effect; % is scaled to controls: 0 for no effect and ±100 for the full control effect
Target sequence (Q9UBT6 whole entry, looked up): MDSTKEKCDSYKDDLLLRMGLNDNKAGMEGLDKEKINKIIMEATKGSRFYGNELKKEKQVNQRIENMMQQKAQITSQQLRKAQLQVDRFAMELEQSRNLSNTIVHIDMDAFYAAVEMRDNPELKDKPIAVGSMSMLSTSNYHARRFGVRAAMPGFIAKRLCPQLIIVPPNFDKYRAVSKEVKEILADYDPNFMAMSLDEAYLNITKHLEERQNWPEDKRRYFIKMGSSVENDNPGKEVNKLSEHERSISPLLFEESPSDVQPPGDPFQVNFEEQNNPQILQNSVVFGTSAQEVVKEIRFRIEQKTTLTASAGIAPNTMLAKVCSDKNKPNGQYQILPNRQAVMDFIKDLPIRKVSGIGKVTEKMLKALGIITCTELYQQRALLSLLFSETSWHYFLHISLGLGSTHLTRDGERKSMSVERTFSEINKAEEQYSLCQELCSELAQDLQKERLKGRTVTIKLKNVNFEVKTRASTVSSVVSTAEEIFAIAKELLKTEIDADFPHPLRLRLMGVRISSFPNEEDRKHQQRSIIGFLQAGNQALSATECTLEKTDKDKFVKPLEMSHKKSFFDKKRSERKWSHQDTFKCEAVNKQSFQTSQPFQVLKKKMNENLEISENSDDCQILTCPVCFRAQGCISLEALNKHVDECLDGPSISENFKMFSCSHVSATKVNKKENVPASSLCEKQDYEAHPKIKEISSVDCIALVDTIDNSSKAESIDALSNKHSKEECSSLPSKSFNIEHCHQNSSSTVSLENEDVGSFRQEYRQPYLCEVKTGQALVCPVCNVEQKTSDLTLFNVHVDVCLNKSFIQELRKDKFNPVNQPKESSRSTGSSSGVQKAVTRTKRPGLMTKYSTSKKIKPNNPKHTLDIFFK
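Here, compound and 10 nM enzyme are combined for 15 min at room temperature; adding 50 nM substrate (final) starts DNA synthesis, tracked by fluorescence at 0 and 10 min against buffer-only wells.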
Starred values were filed as active, the others as inactive; & = joins results of further samples; [ ] = dose if it differs, or a comment. Unless noted, calls follow the shape of the dose curve; as a rule, active = well fitted curve in the direction sought with a large enough effect; inconclusive = small, poorly fitted or top-dose-only effect, or another doubt; inactive = no such curve, though single readings can be large; an effect the other way counts as inactive or inconclusive. An excerpt. The share of hits here may be higher or lower than overall.

O=C(NC(C(=O)c1ccccc1)n1c(=O)cc[nH]c1=S)c1ccccc1 (centres undefined) was read as Anesthetic bind -3%, 12-LOX inh inconclusive, BLM helicase inh 3%, TRHR agonist -0.3, POLB inh inconclusive, Pol iota inh 18%, APEX1 inh 2% and POLK inh -3%.
C(=N\Nc1nc2ccccc2s1)/c1ccco1 was read as Anesthetic bind -14%, 12-LOX inh -24%, BLM helicase inh -4%, TRHR agonist 0.9, POLB inh 10%, Pol iota inh 16%, APEX1 inh -7% and POLK inh -6%.
`Cc1ccccc1-n1ncc2c(SCC(=O)NC3CCCC3)ncnc21` gave Anesthetic bind 1%, 12-LOX inh 0%, BLM helicase inh -1%, TRHR agonist -0.9, POLB inh inconclusive, Pol iota inh 95%[activator], APEX1 inh 62%[activator][12.4 µM], ERG-DNA inh -3% and POLK inh -9%.
For O=C(Nc1cnn(Cc2ccc(Cl)cc2)c1)c1cccs1 the results were Anesthetic bind -6%, 12-LOX inh 8%, BLM helicase inh -6%, TRHR agonist -0.7, POLB inh 4%, Pol iota inh -20%, APEX1 inh -5%, ERG-DNA inh 14% and POLK inh -4%.
CCOC(=O)c1ccc2c(c1)N(Cc1ccc(F)cc1Cl)C(=O)c1ccccc1S2 was read as Anesthetic bind 2%, 12-LOX inh -24%, BLM helicase inh -10%, TRHR agonist 0.7, POLB inh 23%, Pol iota inh 40%[activator], ERG-DNA inh 6% and POLK inh -2%[60.1 µM].
`Cc1cccc(NC(=S)NCc2cccs2)c1C` gave Anesthetic bind -14%, 12-LOX inh -4%, BLM helicase inh -1%, TRHR agonist -0.3, POLB inh 26%, Pol iota inh 12%, APEX1 inh inconclusive, ERG-DNA inh 0% and POLK inh -6%.
`O=C1CC(C(=O)N2CCN(c3ccc(F)cc3)CC2)CN1CCc1ccccc1` (centres undefined) gave Anesthetic bind -8%, 12-LOX inh -17%, BLM helicase inh 2%, TRHR agonist -0.3, POLB inh -1%, Pol iota inh -1%, APEX1 inh 0%, ERG-DNA inh 3% and POLK inh -1%.
For CCCCc1ncc(CN2CCC(CC3CCCCO3)(C(=O)OCC)CC2)[nH]1 (centres undefined) the results were Anesthetic bind -16%, 12-LOX inh 7%, BLM helicase inh -2%, TRHR agonist -1.7, POLB inh -6%, Pol iota inh 44%[activator], APEX1 inh 12%, ERG-DNA inh 7% and POLK inh 5%.
Screening O=C(N/N=C/c1ccc(OC(=O)c2cccc(F)c2)cc1)c1cccnc1 returned Anesthetic bind -2%, 12-LOX inh -14%, BLM helicase inh -7%, TRHR agonist 1.9, POLB inh inconclusive, Pol iota inh 89%[activator], APEX1 inh 9%, ERG-DNA inh 1% and POLK inh -10%.
`C[C@H](CO)N1C[C@H](C)[C@@H](CN(C)Cc2ccccc2)Oc2c(NC(=O)Cc3ccccc3)cccc2C1=O` gave 12-LOX inh 13%, Pol iota inh 16%, APEX1 inh -16%, ERG-DNA inh -5% and POLK inh -10%.
CN(C)C(=O)c1nc(C#N)c(N(C)C)o1 was read as Anesthetic bind -2%, 12-LOX inh 1%, BLM helicase inh -3%, TRHR agonist 0.6, POLB inh 9%, Pol iota inh -13%, APEX1 inh 7% and POLK inh -1%.
Cc1c(CC(=O)O)c(=O)oc2cc3occ(-c4ccc(F)cc4)c3cc12 was read as Anesthetic bind -2%, 12-LOX inh 0%, BLM helicase inh 2%, TRHR agonist -0.1, POLB inh 12%, Pol iota inh 83%[activator], APEX1 inh 21%, ERG-DNA inh -12% and POLK inh -21%.
For O=C(CCC1CCN(Cc2ccc(Cl)cc2)CC1)NC1CC1 the results were Anesthetic bind -1%, 12-LOX inh -4%, BLM helicase inh -1%, TRHR agonist -0.6, POLB inh 20%, Pol iota inh 97%[activator], APEX1 inh 30%, ERG-DNA inh -9% and POLK inh -12%.
O=c1c(S(=O)(=O)c2ccccc2)cn(Cc2cccc(F)c2)c2cc(N3CCCC3)c(F)cc12 was read as Anesthetic bind 47%[activator], 12-LOX inh -6%, BLM helicase inh -2%, TRHR agonist -0.6, POLB inh 14%, Pol iota inh -10%, ERG-DNA inh 2% and POLK inh -8%.
For NS(=O)(=O)Nc1ccccc1Br the results were Anesthetic bind -20%, BLM helicase inh -10%, Pol iota inh 7%, APEX1 inh -2% and POLK inh 6%.

The final two records of the part before are carried over, then new ones follow.
O=c1c(S(=O)(=O)c2ccccc2)cn(Cc2cccc(F)c2)c2cc(N3CCCC3)c(F)cc12 was read as Anesthetic bind 47%[activator], 12-LOX inh -6%, BLM helicase inh -2%, TRHR agonist -0.6, POLB inh 14%, Pol iota inh -10%, ERG-DNA inh 2% and POLK inh -8%.
For NS(=O)(=O)Nc1ccccc1Br the results were Anesthetic bind -20%, BLM helicase inh -10%, Pol iota inh 7%, APEX1 inh -2% and POLK inh 6%.
`CS(=O)(=O)N(CC(=O)N1CCOCC1)Cc1ccccc1` gave Anesthetic bind -5%, 12-LOX inh -24%, BLM helicase inh 3%, TRHR agonist 0.4, POLB inh -1%, Pol iota inh -21%, APEX1 inh 0% and POLK inh -1%.
`CN(C(=O)CC1C(=O)NCCN1Cc1cccc(C(F)(F)F)c1)C1CCOCC1` (centres undefined) gave Anesthetic bind -14%, 12-LOX inh 178%[activator], BLM helicase inh -1%, TRHR agonist 0.6, POLB inh 4%, Pol iota inh -3%, APEX1 inh -1%, ERG-DNA inh -13% and POLK inh 5%.
For CCc1ccc2[nH]c(C(=O)N(C)c3ccc(F)cc3F)cc2c1 the results were Anesthetic bind 10%, 12-LOX inh -6%, BLM helicase inh -2%, TRHR agonist 0.1, POLB inh 17%, Pol iota inh 86%[activator], APEX1 inh 3%, ERG-DNA inh 12% and POLK inh -8%.
`COc1ccccc1N1CCN(c2cc(=O)n(-c3ccc(Br)cc3)c(=O)[nH]2)CC1` gave Anesthetic bind -6%, 12-LOX inh -24%, BLM helicase inh -1%, TRHR agonist 0.0, POLB inh 13%, Pol iota inh -1%[58.9 µM], APEX1 inh -3%, ERG-DNA inh -11% and POLK inh -5%.
`CCC(C)NC(=O)c1cn(CC)c2cc(N3CCN(C)CC3)c(F)cc2c1=O` (centres undefined) gave Anesthetic bind 0%, 12-LOX inh inconclusive, BLM helicase inh -2%, TRHR agonist 1.2, POLB inh -5%, Pol iota inh 22%, APEX1 inh 23%, ERG-DNA inh 6% and POLK inh -3%.
COc1ccc(N2CCN(C(=O)c3cc4c(=O)n(Cc5ccccc5)ccc4nc3C)CC2)cc1 was read as Anesthetic bind -3%&-4%, 12-LOX inh 3%&-19%, BLM helicase inh 1%&-1%, TRHR agonist 0.9&-0.2, POLB inh 22%&0%, Pol iota inh 11%&20%, APEX1 inh 19%, ERG-DNA inh 4%&-1% and POLK inh 0%&-12%.
`O=C1c2ccccc2S(=O)(=O)N1Cc1nnc(-c2ccccc2Br)o1` gave Anesthetic bind -11%, 12-LOX inh 0%, BLM helicase inh -1%, TRHR agonist -0.4, POLB inh -4%, Pol iota inh 6%, APEX1 inh -7%, ERG-DNA inh 3% and POLK inh -16%.
Screening Cc1ccc(CN2CCN(C3CCN(C(=O)Nc4ccccc4C(F)(F)F)CC3)C(=O)C2=O)cc1 returned Anesthetic bind -2%, 12-LOX inh -29%, BLM helicase inh 0%, TRHR agonist -0.1, POLB inh 14%, Pol iota inh 22%, ERG-DNA inh 3% and POLK inh -2%[60.1 µM].
For COC(=O)C1=C(O)C2(C(=O)O)CC(C(=O)OC)=C(O)C(C(=O)O)(C1)C2 the results were Anesthetic bind 2%, 12-LOX inh -38%, BLM helicase inh 0%, TRHR agonist -0.4, POLB inh -17%, Pol iota inh -16%, APEX1 inh -3%, ERG-DNA inh -1% and POLK inh -14%.
`O=C(OCC(=O)N1CCOCC1)c1cc(=O)[nH]c2ccccc12` gave 12-LOX inh -1%, Pol iota inh -11%, APEX1 inh -8%, ERG-DNA inh -8% and POLK inh -11%.
CCc1ccc(C2CC(c3cccc(Cl)c3)n3nc(N)nc3N2)cc1 (centres undefined) was read as Anesthetic bind 7%, 12-LOX inh inconclusive, BLM helicase inh 2%, TRHR agonist 0.4, POLB inh 2%, Pol iota inh -12%, APEX1 inh 5%, ERG-DNA inh 1% and POLK inh -1%.
`c1ccc(-c2nc3ccccc3[nH]2)nc1` gave Anesthetic bind -10%, 12-LOX inh 24%, BLM helicase inh -15%, TRHR agonist -0.9, POLB inh 2%, Pol iota inh 8%, APEX1 inh -1%, ERG-DNA inh 18% and POLK inh 2%.
`COc1cc(Cl)c(C)cc1NCC(=O)Nc1cccc(S(=O)(=O)N2CCCC2)c1` gave 12-LOX inh 485%[activator], TRHR agonist -0.2, Pol iota inh -16%, APEX1 inh -9%, ERG-DNA inh -4% and POLK inh -7%.
`C[C@@H]1CN([C@@H](C)CO)C(=O)Cc2cc(NC(=O)Nc3cccc4ccccc34)ccc2O[C@@H]1CN(C)S(C)(=O)=O` gave 12-LOX inh -18%, Pol iota inh 45%[activator], APEX1 inh -19%, ERG-DNA inh 15% and POLK inh -6%.

Among those listed so far, these contain a thiophene ring, fused or not:
For O=C(Nc1cnn(Cc2ccc(Cl)cc2)c1)c1cccs1 the results were Anesthetic bind -6%, 12-LOX inh 8%, BLM helicase inh -6%, TRHR agonist -0.7, POLB inh 4%, Pol iota inh -20%, APEX1 inh -5%, ERG-DNA inh 14% and POLK inh -4%.
`Cc1cccc(NC(=S)NCc2cccs2)c1C` gave Anesthetic bind -14%, 12-LOX inh -4%, BLM helicase inh -1%, TRHR agonist -0.3, POLB inh 26%, Pol iota inh 12%, APEX1 inh inconclusive, ERG-DNA inh 0% and POLK inh -6%.
